Screens as filed in PubChem.
Plk1 PBD FP = inhibitors of human Plk1 polo box domain binding. AID 693. P53350. hit rate 0.13% among 97,000. inhibition, %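 (tested at about 20 µM)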. Plk1 PBD phosphopeptide binding, fluorescence polarization; in the data active = inhibition above about 34%, passing the limit was not always enough
Target sequence (P53350 whole entry, looked up, the tested form may be a part): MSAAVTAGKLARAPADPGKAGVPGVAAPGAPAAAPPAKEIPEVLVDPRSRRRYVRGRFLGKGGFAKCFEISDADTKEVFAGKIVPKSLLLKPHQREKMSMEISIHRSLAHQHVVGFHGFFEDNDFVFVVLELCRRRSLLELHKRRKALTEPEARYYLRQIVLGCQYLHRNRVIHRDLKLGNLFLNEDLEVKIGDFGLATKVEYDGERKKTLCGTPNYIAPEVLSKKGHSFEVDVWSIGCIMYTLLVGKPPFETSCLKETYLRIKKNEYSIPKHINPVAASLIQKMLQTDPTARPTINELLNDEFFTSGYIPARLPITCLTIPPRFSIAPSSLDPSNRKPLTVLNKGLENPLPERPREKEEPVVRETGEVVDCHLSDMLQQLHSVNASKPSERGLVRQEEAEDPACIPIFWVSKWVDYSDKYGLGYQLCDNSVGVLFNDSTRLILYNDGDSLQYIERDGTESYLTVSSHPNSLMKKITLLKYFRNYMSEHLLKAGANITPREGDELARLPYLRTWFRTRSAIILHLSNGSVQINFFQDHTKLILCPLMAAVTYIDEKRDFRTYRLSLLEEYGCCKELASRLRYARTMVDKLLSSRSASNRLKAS
ERb coact inh = blocks coactivator binding to human estrogen receptor beta; TR-FRET ER-beta LBD / SRC1-Cy5 peptide binding; receptor agonist-loaded with 1 µM estradiol; hit rate 1.3% among 86,000; inhibition, % at 25.6 µM;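 active = compounds whose percent inhibition of the receptor-coactivator binding signal exceeds about 50% in the single-dose screen, limit read from the data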;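 note: 0% = receptor plus peptide wells without compound and 100% = peptide-only wells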
FAK blocker = inhibitors of human focal adhesion kinase; Q05397; inhibition, %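 (tested at 7 µM)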; hit rate 0.84% among 97,000; AID 727; biochemical FAK kinase activity assay; in the data active = inhibition above about 19%;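 note: 0% = DMSO and 100% = reference compound high control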
ERa SRC1 inh = ER-alpha (human) coactivator binding inhibition. TR-FRET ER-alpha LBD / SRC-1 peptide, estradiol-bound. inhibition, % at 25.6 µM. hit rate 1.7% among 86,000. AID 629; in the data active = inhibition above about 50%;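 note: 0% = receptor plus peptide control and 100% = peptide only without receptor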
Rev-RRE block = inhibitors of HIV-1 Rev-RRE RNA interaction; hit rate 0.79% among 97,000; Rev peptide-RRE RNA binding, FRET; P05866; AID 704; inhibition, % at 8 µM;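 active = inhibition above the screen-wide mean plus 3 SD, cut at about 35% in these data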;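 note: 0% = median DMSO wells and 100% = median Neomycin B control wells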
Target sequence (P05866 whole entry, looked up): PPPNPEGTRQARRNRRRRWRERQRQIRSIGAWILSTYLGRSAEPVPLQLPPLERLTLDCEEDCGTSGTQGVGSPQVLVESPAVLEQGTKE
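Test system – labelled RRE RNA duplex and labelled Rev peptide · Reagent – labelled Rev peptide · Doses – one concentration, 8 µM nominal · Incubation – 5 + 15 min at 25 °C · Signal – FRET fluorescence readout · Read-out basis – % inhibition of FRET ratio versus controls · Control set – DMSO wells as 0% and neomycin B wells as 100% inhibition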
CD11b adhes enh = CD11b/CD18-fibrinogen binding enhancement; activation, % at 10 µM; hit rate 0.07% among 93,000; AID 1499; P05107+P11215; K562 CD11b/CD18 adhesion to fibrinogen, ATPlite luminescence;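 active = 10 µM primary screen giving 50% or more activity, confirmed by 40% or more on retest at that dose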; note: strong numbers were not always called active
CD11b adhes inh = inhibitors of human CD11b/CD18 binding to fibrinogen; P05107+P11215; AID 1497; K562 CD11b/CD18 adhesion to fibrinogen, ATPlite luminescence; Mn2+ added to activate the integrin; hit rate 0.54% among 93,000; inhibition, % at 10 µM;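 active = primary inhibition of 50% or more at 10 µM, then 40% or more on retest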; note: some results filed as inactive read as strong as hits
PLK1 kinase inh = inhibitors of human PLK1 kinase | recombinant PLK1 kinase, TR-FRET peptide phosphorylation | inhibition, % at 10 µM | hit rate 0.53% among 97,000 | AID 619;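 active = inhibition of 50% or more in the single-concentration screen; inactive = inhibition below 50%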;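 note: 0% = DMSO max control and 100% = H-89 dihydrochloride min control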
ERa SRC1 pot = ER-alpha (human) coactivator binding potentiation; P03372; TR-FRET ERalpha-LBD/SRC-Cy5 coactivator binding, 2 h; 100 = basal binding, no effect; coactivator binding (% of control), % at 25.6 µM; hit rate 1.3% among 86,000; AID 639; in the data active = activity above about 200%;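 note: binding measured in presence of low estradiol as agonist stimulus; 0% = peptide alone without receptor and 100% = receptor with peptide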
Numbers without * were called inactive; nt = not tested or not shown; [ ] = remark or other dose.

SMILES	Plk1 PBD FP	ERb coact inh	FAK blocker	ERa SRC1 inh	Rev-RRE block	CD11b adhes enh	CD11b adhes inh	PLK1 kinase inh	ERa SRC1 pot
C=CCn1cc(C(=O)NCc2ccco2)c(=O)c2cc(S(=O)(=O)N3CCCCCC3)ccc21	8	7	6	13	4	-8	11	-9	130
S=c1nccc(-c2cc(Cl)sc2Cl)[nH]1	-12	-7[fluorescence artefact?]	-1	1[fluorescence artefact?]	3	0	7	-5	170
Clc1ccc(OCCn2ccnc2)c2ccccc12	-24	8[fluorescence artefact?]	4	18	11	-6	-6	-5	85
c1csc(Cn2c(-c3cccs3)nc3ccccc32)c1	-5	10	3	2	0	2	16	2	98
CCCCNC(=O)CN(c1cccc(F)c1)S(C)(=O)=O	-2	-9	-2	-12	4	nt	nt	-6	99[fluorescence artefact?]
COCc1nnc(NC(=O)C(C)C)s1	24	-4	0	-6	7	-1	-8	-12	108
O=C(COc1ccc(Cl)cc1)N1CCN(S(=O)(=O)c2ccc(Cl)cc2)CC1	-10	-5	1	-5	14	0	0	-3	113
O=C(NCc1ccccc1)c1ccc(-c2ccccc2F)o1	-4	-7	5	-16	7	9	-6	-9	107
COCC(=O)Nc1c(C(=O)Nc2ccccc2OC)oc2ccccc12	-16	10	3	5	7	0	-10	-18	213*[fluorescence artefact?]
CCC1(N(C(C)=O)c2ccc(OC)cc2)C(=O)c2ccccc2C1=O	1	-8	-7	-7	4	-5	-8	1	117
CCN1CCN(C(=O)c2ccc3c(=O)n(CCC4=CCCCC4)c(=O)[nH]c3c2)CC1	-1	3	-2	-2	9	nt	nt	-13	117
COc1ccc2c(c1)CCc1c(C(=O)NCc3ccco3)noc1-2	nt	2	nt	2	nt	5	-18	nt	125
Nc1c(C(=O)NCCN2CCOCC2)c2nc3ccccc3nc2n1CCc1ccccc1	7	3	7	-4	22	0	-15	-4	86
Cn1nc(-c2ccccc2F)c2cc(C(=O)Nc3ccc4c(c3)OCCO4)sc21	-16	-8	-1	9	8	2	-1	-8	116
CCOC(=O)C1CCCN(C(=O)c2cn(C)c(=O)c3cc(OC)c(OC)cc23)C1 (stereo not drawn)	-7	4	7	-5	3	nt	nt	-7	85
COc1ccc(N/C=C/C(=O)c2ccc(C)cc2)c([N+](=O)[O-])c1	40	nt	-3	nt	5	nt	nt	-6	nt
Cc1ccc(NC(=O)CN2C(=O)S/C(=C\c3ccc(-c4cccc(C(=O)O)c4C)o3)C2=O)cc1	13	20	-3	6[fluorescence artefact?]	7	10	-2	5	250*[fluorescence artefact?]
COc1ccc(C(=O)NC(=O)Nc2cc(C)ccn2)cc1	0	-20	6	17[fluorescence artefact?]	4	-7	69	-12	210*
CC1Cc2ccccc2N1C(=O)CSc1nnc(-c2ccc(S(=O)(=O)N3CCCCC3)cc2)o1 (stereo not drawn)	nt	47[fluorescence artefact?]	nt	73*[fluorescence artefact?]	nt	13	-14	nt	304*
O=C1COc2cccnc2N1	-24	1	2	-6	6	-11	18	2	112
CC(C)CCNC(=O)c1nnc(Cc2ccc(Cl)cc2)o1	13	25	2	9	2	0	-10	-13	76[fluorescence artefact?]
O=C(Nc1sccc1C(=O)N1CCOCC1)c1cccnc1	-16	3	-1	4	7	3	-6	-12	92[fluorescence artefact?]
CC(C)=CC(=O)Nc1nnc(-c2ccc(F)cc2)s1	6	nt	3	nt	10	8	27	-18	nt
CSc1ccccc1NC(=O)c1ccoc1C	-1	3	1	5	5	0	-7	-16	103
O=C(CSc1ncn[nH]1)Nc1ccc(S(=O)(=O)N2CCCC2)cc1	20	-14	-3	-5	2	-4	-40	-6	116
SMILES	Plk1 PBD FP	ERb coact inh	FAK blocker	ERa SRC1 inh	Rev-RRE block	CD11b adhes enh	CD11b adhes inh	PLK1 kinase inh	ERa SRC1 pot
O=C(OCc1cc2ccccc2[nH]c1=O)c1ccccn1	-4	-2	6	-6	1	-3	-1	-14	103[fluorescence artefact?]
O=S1(=O)CCN2C(Cc3ccc(SC(F)F)cc3)=CSC2=N1	-5	-1	-3	-1	0	1	-9	-4	102
Cc1ccc(Cn2ncc3c(NCCCN4CCOCC4)ncnc32)cc1	34	-4	1	-4	-1	2	1	-9	109[fluorescence artefact?]
O=C(c1ccccc1)N1CCC(c2nc3c(nnn3Cc3ccco3)c(=O)[nH]2)CC1	28	-2	-4	-5	9	-7	-21	-5	97
CC1=C(C(=O)OC(C)C)C(c2ccccc2Cl)CC(=O)N1 (stereo not drawn)	-23	-10	4	-7	1	-4	12	-13	95
Cc1ccc(S(=O)(=O)c2nc(NCc3ccc4c(c3)OCO4)sc2Cl)cc1	23	nt	-3	nt	21	0	13	-10	nt
O=C(NCCCN1CCOCC1)c1c(O)c2cc(Br)cc(Br)c2[nH]c1=O	1	4[fluorescence artefact?]	3	13[fluorescence artefact?]	0	0	-17	-10	95[fluorescence artefact?]
CC(=O)N1CCN(c2ccc(Nc3ncnc4c3oc3ccccc34)cc2)CC1	9	61*[fluorescence artefact?]	24*	56*[fluorescence artefact?]	-2	2	40	-11	34[fluorescence artefact?]
CCn1cc(C(=O)NCc2ccco2)c(=O)c2cc(S(=O)(=O)N3CCc4ccccc4C3)ccc21	10	21	5	11	-3	-2	-2	-6	135
O=C(NCCc1ccccc1)c1c(O)c2cccc3c2n(c1=O)CC3	-7	11	4	2	4	0	27	-15	115
COc1cc(N2CN=c3s/c(=C\c4ccccn4)c(=O)n3C2)cc(OC)c1OC	nt	-7	nt	-15	nt	-2	43	nt	127
Cc1cc(Oc2ccc(C(C)(C)C)cc2)nc(N2CCOCC2)n1	1	39	0	6	-2	5	10	-6	87
Cc1c(NC(=O)CSc2ccc3c(c2)OCCO3)c(=O)n(-c2ccccc2)n1C	9	-4	0	-10	8	-3	-10	3	126
O=C(CN1CCCCCC1)Nc1ccccc1F	11	-8	5	-4	6	5	-18	-16	116
COc1ccc(OC)c(S(=O)(=O)Nc2cnc3ccccc3c2)c1	-13	-4	7	-4	11	-2	5	-6	105
CCc1nc(SCC(=O)N2CCc3cc(OC)c(OC)cc3C2)c(C#N)cc1C	8	nt	-5	nt	8	nt	nt	1	nt
Nc1cc(-c2ccc(Cl)cc2)nn1S(=O)(=O)c1ccccc1	16	1	6	-1[fluorescence artefact?]	-2	3	3	-18	100
Cc1ccc(C(=O)Nc2nnc(-c3ccc(C(C)(C)C)cc3)s2)cc1	-9	nt	-4	nt	6	3	2	-129	nt
COc1ccc(CCN(C)CCC(=O)Nc2c(C)cc(C)cc2C)cc1OC	15	nt	-8	nt	6	nt	nt	-8	nt
O=C(c1ccco1)N1CCC(c2nc(-c3ccccc3Cl)no2)CC1	19	19[fluorescence artefact?]	-5	22	1	-1	-6	-5	105
COCCCn1c(=S)[nH]c2ncccc2c1=O	16	-10	-7	-11	4	-2	-10	-16	126
N#CCC(CNc1ncc(C(F)(F)F)cc1Cl)OC(=O)c1cccc(C(F)(F)F)c1 (stereo not drawn)	7	nt	-3	nt	15	2	-51	-4	nt
O=C(NCc1ccco1)c1noc2c1CCCCC2	3	-8	2	-3	1	1	-5	7	135
COC(=O)c1ccc(Cn2c(O)c(N=O)c3ccccc32)o1	-6	-1	-2	1	6	4	-3	-10	123
O=C(O)C1CCCCC1C(=O)NCCc1c[nH]c2ccccc12 (stereo not drawn)	-16	-20[fluorescence artefact?]	1	-20	6	3	-29	-3	103
SMILES	Plk1 PBD FP	ERb coact inh	FAK blocker	ERa SRC1 inh	Rev-RRE block	CD11b adhes enh	CD11b adhes inh	PLK1 kinase inh	ERa SRC1 pot
COCCCNc1nc2ccccc2nc1NS(=O)(=O)c1cccs1	12	-5	-4	-3	8	-3	6	2	114
c1ccc2c(c1)CCN(c1nc3ccccc3n3cnnc13)C2	41	7[fluorescence artefact?]	-5	1	-4	4	6	-10	83
CCn1nc(CC(=O)Nc2nnc(CC(=O)N3CCCCC3)s2)c2ccccc2c1=O	4	19[fluorescence artefact?]	-3	19	-2	8	-3	-10	88[fluorescence artefact?]
CC(CCc1ccccc1)NC(=O)CN1CCOc2ccccc21 (stereo not drawn)	-1	-7	1	-3	0	nt	nt	-11	133
CC1=C(C(=O)Nc2ccccc2)C(c2ccccc2)N2C(=O)CSC2=N1 (stereo not drawn)	9	-5	-10	-7	2	-6	18	-1	95
c1coc(CNC2C3CC4CC(C3)CC2C4)c1 (stereo not drawn)	-27	0	0	-4	7	-5	-6	-3	99
Cc1ccc(/C=N/NC(=O)C(NC(=O)c2ccccc2)c2n[nH]c(=O)c3ccccc23)cc1 (stereo not drawn)	-39	nt	2	nt	12	-5	0	-7	nt
CCN1CCN(CCCNC(=O)c2cc3c(=O)[nH]c4ccccc4c3s2)CC1	14	7[fluorescence artefact?]	4	8[fluorescence artefact?]	-2	-4	-2	1	109
C/C=C/c1ccc(OCCN2C(=O)NC(C)(C)C2=O)c(OC)c1	16	-1	0	-10	1	-2	5	-15	124
CC1CCN(C(=O)N[C@@H](Cc2ccccc2)C(=O)O)CC1	nt	2	nt	3[fluorescence artefact?]	nt	-1	-9	nt	89[fluorescence artefact?]
O=C1CC(Cc2ccc(Cl)cc2)C(=O)N1c1ccncc1 (stereo not drawn)	-11	4	-3	1	-3	nt	nt	-17	93
O=[N+]([O-])c1ccc(N/N=C/c2c[nH]c3ccccc23)c(S(=O)(=O)Nc2ccc(Cl)cc2)c1	-8	nt	-2	nt	65*[fluorescence artefact?]	-4	14	-10	nt
COC(=O)c1cc(OC)c(OC)c(OC)c1N	nt	0	nt	-5	nt	-4	-19	nt	101
Nc1nsnc1C(=O)NCCO	15	-3	-7	-3	1	-1	10	-11	95[fluorescence artefact?]
O=C(CC1Nc2ccccc2NC1=O)c1ccccc1 (stereo not drawn)	-17	7	4	16[fluorescence artefact?]	73*	-7	34	-10	86
CCN1C(=O)c2cccc3cccc1c23	0	7	-1	1	4	2	-7	-6	89[fluorescence artefact?]
CC(NC(=O)c1ccc(S(=O)(=O)N(C)C)cc1)c1ccccc1 (stereo not drawn)	-12	-8	-3	-16	9	3	-48	3	102
COC(=O)CSc1nc2ccc(NC(C)=O)cc2s1	-16	3	1	28[fluorescence artefact?]	6	-2	-2	-20	88
Cc1ccc(N(CC(=O)Nc2ccc(C)cc2C)S(=O)(=O)N2CCCC2)cc1	5	-3	0	0	6	2	34	88*	111
O=C(Cn1cc(C(=O)c2cccs2)c2ccccc21)NC1CCCCC1	-33	-16	2	-11	8	0	3	-6	95
C=CCSc1nnc2n(CCc3ccccc3)c(=O)c3c4c(sc3n12)COC(C)(C)C4	-2	-4[fluorescence artefact?]	1	1[fluorescence artefact?]	9	2	-14	-7	116
CCCc1cc(=O)[nH]c(SCC(=O)NC)n1	-24	-3[fluorescence artefact?]	1	1	5	nt	nt	-5	117
